GPR7 antag = blocks human GPR7 receptor signaling; P48145; 290,000 compounds, 1.1% hits; AID 1861; GPR7-expressing cells, fluorescence antagonist assay; inhibition, % at 4.4 µM; in the data active = inhibition above about 16%, passing the limit was not always enough;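 also: cells stimulated with the agonist NPW; 0% = agonist with vehicle and 100% = vehicle without agonist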
Target sequence (P48145 whole entry, looked up): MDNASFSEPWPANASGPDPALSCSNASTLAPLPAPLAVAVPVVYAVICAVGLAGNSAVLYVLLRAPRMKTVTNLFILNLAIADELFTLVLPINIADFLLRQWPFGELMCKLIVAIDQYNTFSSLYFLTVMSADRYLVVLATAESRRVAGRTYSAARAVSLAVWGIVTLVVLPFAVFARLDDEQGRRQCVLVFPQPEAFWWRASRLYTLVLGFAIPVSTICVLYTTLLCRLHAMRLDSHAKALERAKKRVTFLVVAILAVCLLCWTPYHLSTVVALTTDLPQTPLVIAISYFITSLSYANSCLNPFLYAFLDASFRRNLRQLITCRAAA
OXTR ag = human OXTR agonism; P30559; CHO-OTR cells, Fluo-8 calcium fluorescence; normalized: DMSO 0%, oxytocin 100%; activation, % at 3 µM; 320,000 compounds, 0.32% hits;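 active = activation above the mean of all tested compounds plus 3 SD, cutoff set per screening run, cut at about 20% in these data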;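 also: peak over basal fluorescence ratio from a 100 s FLIPR kinetic read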
GalR3 antag = antagonists of human GalR3 | O60755 | HEK293 GalR3-CNG cAMP membrane potential fluorescence; galR3 body fused to GalR1 C-terminus | inhibition, % at 3 µM | 360,000 compounds, 0.44% hits | AID 651719;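 active = inhibition above the screen-wide average plus 3 SD, cut at about 13% in these data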;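 also: forskolin and galanin both at EC90 stimulate the cells; cAMP rise reported by CNG channel membrane potential dye signal; 0% = forskolin plus galanin with DMSO and 100% = forskolin alone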
Target sequence (O60755 1-299 limits assumed): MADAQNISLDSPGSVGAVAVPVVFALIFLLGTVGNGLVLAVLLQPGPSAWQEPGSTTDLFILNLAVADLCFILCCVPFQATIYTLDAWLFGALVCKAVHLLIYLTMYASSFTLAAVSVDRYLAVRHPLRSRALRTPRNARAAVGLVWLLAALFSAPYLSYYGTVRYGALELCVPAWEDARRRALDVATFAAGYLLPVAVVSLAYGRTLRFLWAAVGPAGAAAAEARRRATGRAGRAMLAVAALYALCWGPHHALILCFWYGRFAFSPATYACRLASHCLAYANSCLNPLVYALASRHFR
NALP1 yeast inh = NALP1 inhibition. S. cerevisiae NALP1/ASC/caspase-1 growth, X-gal OD620, 72 h. inhibition, % at 10 µM. 280,000 compounds, 0.61% hits; in the data active = inhibition mostly above about 24%, no sharp cut-off; inactive = mostly below about 32%; also: some compounds called inactive have numbers as strong as hits
MEKK2mut PB1 HTS = signal of MEK5 binding to mutant human MEKK2 PB1 domain | 290,000 compounds, 0.35% hits | bead flow cytometry, Alexa488-MEK5 binding to MEKK2 mutant | percent response, % at 10 µM | AID 1530; in the data active = percent response above about 24%, passing the limit was not always enough; also: inactives centre near 1; some results filed as inactive read as strong as hits; reference of the scale not given here
OXTR potentiator = potentiates the human oxytocin receptor response; CHO-OTR cells, Fluo-8 calcium fluorescence, potentiator mode; 0% = oxytocin EC15, 100% = EC100; 320,000 compounds, 0.061% hits; activation, % at 3 µM; P30559;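 active = activation above that plate's cutoff, the mean activation of tested compounds plus 3 SD, cut at about 6.6% in these data, passing the limit was not always enough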;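 also: 100% uses oxytocin at 75 nM as the full agonist control; some results filed as inactive read as strong as hits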
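Assay system: CHO-OTR cells, human receptor / Also added: oxytocin at about EC15, sub-maximal agonist stimulus / Dosing: single dose, 3.0 µM nominal final compound concentration / Incubation: 6 min pre-incubation, 100 s read / Technique: Fluo-8 calcium dye fluorescence / Read-out: % activation vs EC15 and EC100 oxytocin / Benchmarks: EC15 oxytocin low, 75 nM oxytocin high / Replicates: singlicate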
MEKK2 WT-MEK5 = raises or lowers MEK5 binding to wildtype human MEKK2 PB1 domain; bead flow cytometry, Alexa488-MEK5 binding to MEKK2 WT; actives lie on both sides; binding response (% of control), % at 10 µM; 290,000 compounds, 1.1% hits; AID 1531; Q9Y2U5; in the data active = binding response below about 67% or above about 130%
M18AAP inhibitor = PfM18AAP enzyme inhibition. recombinant PfM18AAP, H-Glu-NHMec fluorogenic cleavage. inhibition, % at 7.35 µM. 290,000 compounds, 1.2% hits. AID 1822;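 active = inhibition above the campaign mean inhibition over all tested compounds plus 3 SD, cut at about 28% in these data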;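 also: 0% = plate median of test compound wells and 100% = 2 mM ZnCl2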
V1aR counter = V1a receptor agonism, counter-screen for OXTR agonists; 320,000 compounds, 0.25% hits; AID 2797; CHO-V1R cells, Fluo-8 calcium fluorescence, agonist mode; 0% DMSO, 100% 3 nM vasopressin; activation, % at 3 µM;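 active = activation above the mean activation of all tested compounds plus 3 SD, per screening run, cut at about 20% in these data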;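 also: signal is peak over basal fluorescence ratio across a 100 second FLIPR read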
Target sequence (P37288 whole entry, looked up): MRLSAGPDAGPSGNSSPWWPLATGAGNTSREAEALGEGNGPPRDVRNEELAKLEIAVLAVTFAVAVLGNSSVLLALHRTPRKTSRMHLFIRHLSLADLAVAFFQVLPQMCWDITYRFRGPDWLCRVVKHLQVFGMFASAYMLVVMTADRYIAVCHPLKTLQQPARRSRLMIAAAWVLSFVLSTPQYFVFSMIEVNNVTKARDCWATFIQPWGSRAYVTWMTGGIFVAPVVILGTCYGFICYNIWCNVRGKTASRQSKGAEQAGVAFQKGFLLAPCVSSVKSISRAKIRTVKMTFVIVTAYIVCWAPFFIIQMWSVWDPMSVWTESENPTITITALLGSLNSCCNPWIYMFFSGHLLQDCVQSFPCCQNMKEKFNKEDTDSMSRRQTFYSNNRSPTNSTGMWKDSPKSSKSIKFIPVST
* hit, by the source's call; x = not tested or not shown. This is a random part of the collection; about 4.1% have a hit in one of these screens.

SMILES	GPR7 antag	OXTR ag	GalR3 antag	NALP1 yeast inh	MEKK2mut PB1 HTS	OXTR potentiator	MEKK2 WT-MEK5	M18AAP inhibitor	V1aR counter
Nc1ccccc1C#CCCCCO	-9	0.2	-7	7	2	-2	93	6	1.2
CC(C)(C)OC(=O)NCCc1nnc(SCC(=O)Nc2ccc(Br)cc2)o1	-13	4.8	-4	17	20	-17	108	-8	9.1
Cn1c(OCc2cccnc2)nc2c1c(=O)n(Cc1ccc(F)cc1)c(=O)n2C	11	4.7	-5	22	-30	-2	78	-1	4.0
Cc1csc(NC(=O)CSc2nc3nc(C)cc(C)n3n2)n1	x	1.5	2	x	x	-8	x	x	1.7
CSc1ncccc1C(=O)OCC(=O)c1ccc2c(c1)NC(=O)CO2	-13	1.8	0	20	-10	-4	91	-16	1.8
COc1ccc(C2c3c(-c4cc(Cl)c(C)cc4O)n[nH]c3C(=O)N2Cc2cccnc2)cc1OC (configuration not stated)	13	1.8	64*	4	-3	-7	90	-1	0.2
COc1ccc(NC(=O)Cn2nnc(C(=O)NCc3ccc(C)cc3)c2N)cc1Cl	-3	1.8	-3	15	2	-9	99	1	0.3
COc1cccc(-c2ncc3ccccc3c2COC(=O)c2ccc(Br)cc2)c1	x	-0.1	-4	x	x	-2	x	x	-0.3
COc1cc(OC)c(/C=N/NC(=O)Cn2nc([N+](=O)[O-])cc2C)c(OC)c1	-6	-0.6	8	x	1	-8	99	2	-0.8
COc1cccc(NC(=S)NCc2ccccn2)c1	-13	1.0	-5	9	1	8	110	6	0.1
CCOC(=O)/C(=C\c1cccc(O)c1)c1nc2sc(C)c(C)c2c(=O)[nH]1	6	-0.7	-2	8	-2	-3	98	29*	1.1
COc1ccc(OC)c(NC(=O)C2CCN(S(=O)(=O)c3ccc4c(c3)OCCO4)CC2)c1	x	-0.7	-2	x	x	-6	x	x	0.2
CCOCCCNC(=O)CCNS(=O)(=O)c1ccc(C)cc1	-7	-0.1	2	9	0	-3	99	-2	-0.1
COc1ccc(Cl)cc1N(C(C)C(=O)NC1CCCC1)S(C)(=O)=O (configuration not stated)	-14	-1.2	-3	7	1	-2	91	2	-1.0
CC(=O)Nc1ccc(NC(=O)C2C3CCC(C3)C2C(=O)O)cc1 (configuration not stated)	5	1.4	-7	-1	1	2	98	9	0.4
O=C(NCCc1cnccn1)C1CCC(=O)N(Cc2ccc(Cl)cc2)C1 (configuration not stated)	-10	0.0	1	8	6	2	105	-7	0.6
CCCn1nnc(NC(=O)/C=C/c2ccco2)n1	-5	-0.4	-8	10	-6	-1	97	-11	0.6
Nc1c(N)c2ccccc2oc1=O	-2	1.5	-5	39	-4	4	94	2	1.2
O=C(N/N=C/c1cn(-c2ccccc2)nc1-c1ccccc1)c1ccco1	-15	-1.3	-5	27	2	9.9*	104	1	-0.9
O=C(CCNC(=O)c1ccccc1Cl)Nc1nc(-c2ccccc2Cl)cs1	5	-0.2	-6	24	-1	-10	96	-3	3.6
Cc1cccc(NC(=O)CN2C(=O)CCSc3ccc(S(=O)(=O)N4CCOCC4)cc32)c1C	-11	1.2	-1	-2	-1	6	100	-4	1.6
Cc1ccc(CN2CCN(Cc3ccccn3)CC2CCO)cc1 (configuration not stated)	-4	0.9	-1	-30	-2	-3	94	-13	0.5
CCN(CC)CCCNC(=O)C1c2cc(OC)c(OC)cc2C(=O)N(C)C1c1cccnc1 (configuration not stated)	-22	1.2	0	-9	-2	-3	98	-1	0.2
O=C(NCc1ccc2c(c1)OCO2)c1cc(-c2ccccn2)nc2ccccc12	13	-1.5	-1	-12	-2	0	85	-13	0.8
COc1ccc(Nc2cc(C)nc(N3CCOCC3)n2)cc1	-17	-1.5	-4	20	3	-3	102	-1	-0.7
Cc1ccccc1NC(=O)c1cc([N+](=O)[O-])ccc1NCCN1C(=O)CCC1=O	-9	0.1	-4	2	2	-2	90	3	-0.3
CCOc1ccccc1N1CC(C(=O)Nc2ccccc2CC)CC1=O (configuration not stated)	1	0.9	-2	11	0	-7	103	0	0.7
Nc1ccc2nc(-c3cccc(-c4nc5ccc(N)cc5[nH]4)c3)[nH]c2c1	-2	0.5	-7	-11	4	-2	107	14	-1.9
Cc1ccc(NS(=O)(=O)c2ccc(Cl)c(C(=O)O)c2)cc1S(=O)(=O)N1CCOCC1	-9	-0.5	1	35	12	-1	107	0	1.0
COC(=O)NNC(=O)COc1ccc(Cl)cc1	8	1.0	x	18	0	2	101	-1	2.5
COc1cc(OC)cc(-c2c(-c3cccs3)c3cc(-c4ccc(OC)nc4)ccc3n2C)c1	x	0.4	-3	x	x	-6	x	x	-0.5
CCOC(=O)NC1(C(F)(F)F)NC(=O)N(Cc2ccco2)C1=O (configuration not stated)	3	-0.4	-6	13	-4	-5	85	0	0.1
CN(c1ccc(C(=O)NCCCn2ccnc2)cc1)S(C)(=O)=O	-13	0.5	-8	-86	12	-2	109	-14	0.4
CCCN(CCO)Cc1cccc(Br)c1	-7	0.7	-5	11	1	-2	105	2	0.5
COc1ccc(OC2C(=O)N(Cc3ccc4c(c3)OCO4)C2c2sccc2C)cc1 (configuration not stated)	-11	1.0	-11	20	-7	-10	83	-4	0.9
COCCNC(=O)CC(=O)N/N=C/c1cccc(C(=O)OC)c1	-8	1.0	3	19	-13	-2	89	-12	0.1
NC(=O)c1sc2nc(-c3cccs3)ccc2c1N	9	-0.2	-12	14	4	-6	101	4	3.7
C=C(C)Cn1c(-c2ccc(OC)cc2)nc2ccccc21	19	-2.5	-3	23	12	-1	108	-9	-1.8
CC(C)OC(=O)/C(C#N)=C/c1ccc(-c2ccc(SC(F)F)cc2)o1	-7	-0.2	-3	8	0	-7	88	1	0.5
c1ccc2c(c1)CCCC2NC1=NCCC1 (configuration not stated)	-5	-0.2	-6	8	2	-13	102	4	0.8
CN(C)S(=O)(=O)c1ccc(C(=O)OCC(=O)Nc2ccc(OC(F)F)cc2)cc1	-3	1.1	-5	x	-7	0	104	0	1.7
O=C(C1CCN(S(=O)(=O)c2cccc3cccnc23)CC1)N1CCN(C2CCCC2)CC1	-5	0.9	3	24	-4	3	100	-5	0.2
O=C(c1ccc([N+](=O)[O-])cc1)N(Cc1ccccc1)c1ccccn1	-11	2.4	-3	6	-1	-8	93	-6	-0.3
Cc1cc(C(C2C(=O)CC(C)(C)CC2=O)C2C(=O)CC(C)(C)CC2=O)cc(C)c1OC(F)F	3	1.8	-8	9	-3	-10	103	-2	-0.8
NC(=O)c1ccc(-c2nnn(CC(=O)N(C3CCCCC3)C3CCS(=O)(=O)C3)n2)cc1 (configuration not stated)	x	0.9	-2	x	x	-6	x	x	0.1

Copied from the list:
COc1cc(OC)cc(-c2c(-c3cccs3)c3cc(-c4ccc(OC)nc4)ccc3n2C)c1 in V1aR counter is entered as -0.5
CC(C)OC(=O)/C(C#N)=C/c1ccc(-c2ccc(SC(F)F)cc2)o1 in GalR3 antag is entered as -3

Following part.
SMILES	GPR7 antag	OXTR ag	GalR3 antag	NALP1 yeast inh	MEKK2mut PB1 HTS	OXTR potentiator	MEKK2 WT-MEK5	M18AAP inhibitor	V1aR counter
Cc1cc(=O)oc2c(C)c(OC(C)C(=O)NCCN3CCOCC3)ccc12 (configuration not stated)	-12	-0.1	-7	0	1	0	103	5	-0.3
O=C(COC(=O)CNC(=O)C12CC3CC(CC(C3)C1)C2)NC1CCS(=O)(=O)C1 (configuration not stated)	-1	1.0	1	31	0	-3	111	6	0.2
CCC(C)NC(=O)c1ccccc1NC(=O)COc1ccc(OC)cc1 (configuration not stated)	4	x	-2	16	x	x	x	-8	x
CC1CCN(Cc2c(C(=O)N/N=C/c3cc(Cl)ccc3O)nnn2-c2nonc2N)CC1	2	-0.5	-10	6	-3	8	96	-2	1.5
C[C@@H]1NC(=O)[C@H](CC(N)=O)NC(=O)c2cc([N+](=O)[O-])cc(I)c2OCC[C@@H](C(=O)NC(CC(=O)O)C(N)=O)NC1=O (some centres not stated)	-10	-0.2	-7	22	-3	-12	100	2	-0.3
COc1ccccc1N(CC(=O)N1CCCCC1)S(=O)(=O)c1ccccc1	-10	-2.0	1	6	9	-3	105	-3	0.7
COCCOC(=O)c1[nH]c2c(c1C)C(=O)C(C(=O)OC)C(C)C2 (configuration not stated)	8	1.3	1	2	3	3	98	-2	0.8
COc1ccc(NC(=O)COC(=O)c2ccc(OCc3c(C)noc3C)cc2)cc1OC	-12	3.0	-1	8	-1	-6	93	-2	2.5
O=[N+]([O-])c1ccc2nc(-c3cccnc3)[nH]c2c1	-5	1.2	-8	13	6	-11	101	-8	1.7
O=C(NCc1ccc2c(c1)OCO2)C1CCN(S(=O)(=O)c2ccc(Br)s2)CC1	6	2.4	-5	5	11	-15	91	0	6.2
Cc1c(NC(=O)C(C)NCC2CCCO2)c(=O)n(-c2ccccc2)n1C (configuration not stated)	4	1.1	2	12	2	-5	103	5	0.9
Cc1cc(NCCN2CCOCC2)n2nc(C)c(-c3ccc(Cl)cc3)c2n1	-6	0.0	-2	11	9	-11	109	8	0.7
O=C(O)C1C2CCCCC2=C2CCCCC2C1C(=O)O (configuration not stated)	-5	0.8	-1	-9	-1	2	105	12	2.6
COc1ccc(NC(=O)c2c(NC(=O)CCC(=O)O)sc(-c3ccccc3)c2C)cc1	-9	-0.5	1	13	-12	-9	79	18	-0.2
COc1ccc(CN2CCN(C(=O)c3cccc4ccccc34)CC2)cc1OC	5	0.3	-4	5	3	-6	107	-1	0.9

Single records, as listed above. Screens in order: GPR7 antag | OXTR ag | GalR3 antag | NALP1 yeast inh | MEKK2mut PB1 HTS | OXTR potentiator | MEKK2 WT-MEK5 | M18AAP inhibitor | V1aR counter
Entry for COc1ccc(NC(=O)COC(=O)c2ccc(OCc3c(C)noc3C)cc2)cc1OC = -12 | 3.0 | -1 | 8 | -1 | -6 | 93 | -2 | 2.5
Entry for Cc1c(NC(=O)C(C)NCC2CCCO2)c(=O)n(-c2ccccc2)n1C (configuration not stated) = 4 | 1.1 | 2 | 12 | 2 | -5 | 103 | 5 | 0.9
Entry for O=C(COC(=O)CNC(=O)C12CC3CC(CC(C3)C1)C2)NC1CCS(=O)(=O)C1 (configuration not stated) = -1 | 1.0 | 1 | 31 | 0 | -3 | 111 | 6 | 0.2

Following part:
SMILES	GPR7 antag	OXTR ag	GalR3 antag	NALP1 yeast inh	MEKK2mut PB1 HTS	OXTR potentiator	MEKK2 WT-MEK5	M18AAP inhibitor	V1aR counter
Cc1ccc([C@@H]2CC=C(C(=O)O)[C@H](c3ccccc3)N2S(=O)(=O)c2ccc(C)cc2)cc1	x	-0.6	0	x	x	-14	x	x	0.1
Cc1ccccc1S(=O)(=O)Cc1ccc(C(=O)NC2CCCCC2)o1	-14	0.3	-9	10	2	-9	100	4	1.1
Cc1ccc(C(=O)N/C(=C\c2cn(S(=O)(=O)N(C)C)c3ccccc23)C(=O)NCCCn2ccnc2)cc1	3	0.6	-7	8	11	-9	110	4	-1.0
COC(=O)c1ccccc1NC(=O)CSc1nnc(-c2ccncc2)o1	-4	1.8	-5	-5	4	-9	102	1	1.9
Cn1c(CNc2ccc(F)cc2)nc2ccccc21	-6	x	-1	6	10	x	109	-5	x
C=CCS(=O)(=O)N1CCCC(Cc2ccccc2C)(C(=O)OCC)C1 (configuration not stated)	31*	-2.0	-5	21	1	-5	100	-3	-0.3
COc1cccc(CC(=O)Nc2nccs2)c1	-2	-0.6	-6	-4	10	-5	105	-2	0.3
